FN deposition inh = fibronectin deposition inhibition; AH1F fibroblasts, Alexa488-fibronectin deposition fluorescence, overnight; inhibition, % at 12.6 µM; hit rate 0.086% among 350,000; AID 743247;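 active = mean inhibition across replicates of 30% or more, regardless of how many single replicates reach that level; inconclusive = mean under 30% yet at least half of replicates reach 30%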;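 also: positive control wells lacked labelled fibronectin entirely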
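Material: AH1F fibroblasts assembling fluorescent fibronectin matrix; amount: 10000 AH1F cells/well; medium: DMEM, 2% serum; reagent: Alexa488-fibronectin, 24 nM final in well; dosing: single compound dose, delivered by pin transfer; incubation: 1 h adhesion, overnight exposure; detection: fluorescence after three HBSS washes, excitation 485 nm, emission 525 nm; measure: fibronectin deposition inhibition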
C2C12 statin = suppression of simvastatin myotoxicity; hit rate 0.78% among 330,000; C2C12 myotubes + simvastatin, ATP luminescence, 48 h; scaled: DMSO 0, geranylgeraniol control 100; rescue of ATP level, % at 7.49 µM; AID 602340;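 active = mean ATP rescue above about 67%, or every replicate alone reaching that limit, limit read from the data, passing the limit was not always enough; inconclusive = no clear call, values can overlap the other calls; inactive = mean under the limit and some replicate under it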;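 also: myotubes were challenged with 10 µM simvastatin during compound exposure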
Casp6 inh = inhibitors of human caspase-6; purified caspase-6, Z-VEID-R110 cleavage fluorescence; P55212; inhibition, % at 12.5 µM; hit rate 0.53% among 350,000;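 active = mean inhibition across replicates at least about 35%, with every replicate also reaching that limit, limit read from the data; inconclusive = only one of the two criteria met; inactive = neither criterion met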;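 also: 0% = median of neutral control wells and 100% = no fluorescence left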
Target sequence (P55212 24-179 limits assumed): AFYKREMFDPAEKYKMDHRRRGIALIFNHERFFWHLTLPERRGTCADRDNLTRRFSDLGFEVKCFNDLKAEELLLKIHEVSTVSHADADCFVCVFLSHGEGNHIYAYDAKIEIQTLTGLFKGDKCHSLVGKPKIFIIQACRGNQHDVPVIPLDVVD
Target sequence (P55212 194-293 limits assumed): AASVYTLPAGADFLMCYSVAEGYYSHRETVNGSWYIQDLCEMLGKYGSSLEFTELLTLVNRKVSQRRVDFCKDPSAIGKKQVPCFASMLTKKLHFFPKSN
LGR2 inh = Drosophila LGR2 receptor signaling inhibition | HEK293 LGR2, CRE-luciferase, bursicon-stimulated, 4 h | inhibition, % at 9.99 µM | hit rate 0.35% among 380,000 | AID 720647;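 active = drop in luminescence signal, shown as inhibition above about 50% in the replicate tests, limit read from the data, passing the limit was not always enough; inconclusive = probably only some replicates passing the limit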;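 also: agonist challenge used bursicon conditioned medium at about half maximal strength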
esBAF inh = blocks esBAF chromatin remodeling in mouse ES cells. Bmi1-luciferase knock-in reporter, 24 h; 100% = twice the neutral-well signal. reporter increase, % at 12.5 µM. hit rate 2% among 350,000. AID 602393; in the data active = activation above about 40%; inconclusive = no clear call, values can overlap the other calls;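 also: 0% = median of the plate's neutral control wells and 100% = double that signal; a rise in the Bmi1 reporter signal indicates esBAF inhibition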
SIRT5 inh = inhibitors of human sirtuin-5 desuccinylase; Purified SirT5, succinyl-peptide AMC, trypsin-coupled fluorescence; hit rate 1.1% among 330,000; inhibition, % at 15 µM; AID 652115; in the data active = inhibition above about 15%; inconclusive = no clear call, values can overlap the other calls
Target sequence (Q9NXA8 whole entry, looked up): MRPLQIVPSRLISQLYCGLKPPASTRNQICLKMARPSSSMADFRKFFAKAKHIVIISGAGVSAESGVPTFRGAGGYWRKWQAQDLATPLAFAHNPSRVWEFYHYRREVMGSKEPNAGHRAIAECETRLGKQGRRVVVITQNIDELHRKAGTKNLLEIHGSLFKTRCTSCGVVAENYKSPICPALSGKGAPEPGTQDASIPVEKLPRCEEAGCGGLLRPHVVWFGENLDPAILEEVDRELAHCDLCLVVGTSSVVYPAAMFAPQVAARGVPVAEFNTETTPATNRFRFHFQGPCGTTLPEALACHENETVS
S100A4 MyoIIA = S100A4-myosin IIA interaction inhibition; P26447; S100A4/TAMRA-MyoIIA peptide fluorescence polarization; inhibition, % at 10.7 µM; hit rate 0.14% among 360,000;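 active = mean inhibition of at least 70% across replicates, with every replicate also reaching that level; inconclusive = mean inhibition reaches 70% but some replicates fall short; inactive = mean inhibition below 70%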
Target sequence (P26447 whole entry, looked up): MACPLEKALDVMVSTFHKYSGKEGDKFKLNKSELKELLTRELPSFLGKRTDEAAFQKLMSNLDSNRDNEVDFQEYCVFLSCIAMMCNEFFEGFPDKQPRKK
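Material: S100A4 monomer protein / Buffer or medium: 50 mM HEPES pH 7.2, 10 mM CaCl2, 100 mM KCl / Times: 5 min incubation before reading / Benchmarks: neutral control DMSO, positive control TFP / Reagent: labelled myosin peptide probe, 5 nM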
Active calls of the source: *; ? = inconclusive; / = not tested or not shown; & = joins results of further samples. Only part of the results is shown; rates above refer to the full screens.

SMILES	FN deposition inh	C2C12 statin	Casp6 inh	LGR2 inh	esBAF inh	SIRT5 inh	S100A4 MyoIIA
Cc1[nH]c2ccccc2c1/C=N/Nc1nc(Nc2ccc(F)cc2)nc(N2CCOCC2)n1	/	-3.5	/	0.3	2.6	/	/
Cc1ccc(Cl)cc1NC(=O)[C@@H]1CCC(=O)N1C1OC(=O)c2ccccc21 (some centres not stated)	/	8.9	-1.8	/	-1.8	/	6.9
O=S(=O)(c1ccc(Cl)cc1)n1cccn1	-3.0	/	-3.3	26.0	/	5.6	3.8
COc1cc2[nH]c(=S)nc(NCc3ccc(Cl)cc3)c2cc1OC	0.5	-9.4	2.4	-6.8	-2.6	-2.4	4.7
O=[N+]([O-])c1c(NCCCO)cc(N2CCCCCC2)c2nonc12	1.9	-2.6	7.4	10.6	-0.7	0.7	-0.8
Cc1ccc(NC(=S)N2C3CCCC2CC(NC(=O)C2CC2)C3)cc1C (configuration not stated)	-2.6	0.7	5.9	13.3	-6.5	-0.6	0.8
CCN(CC)CCC(c1ccc(N(C)C)cc1)c1c(OC)cc(OC)c2c(-c3ccccc3)cc(=O)oc12 (configuration not stated)	2.7	-11.1	-7.2	/	1.1	-2.1	8.8
COc1ccccc1CNC(=O)C1CCN(S(=O)(=O)c2ccc3c(c2)CC(C)N3C(C)=O)CC1 (configuration not stated)	4.8	13.3	3.2	4.5	5.6	-1.6	-5.5
CCN(CC)S(=O)(=O)c1ccc(C(=O)NCc2ccc3[nH]c4c(c3c2)CCCC4)cc1	8.3	-8.1	-0.9	16.4	3.8	3.4	-1.9
CO[C@@H]1CN(C)C(=O)c2ccc(NC(=O)c3ccc(F)cc3)cc2OC[C@@H](C)N(C(=O)CC2CC2)C[C@@H]1C	0.4	/	0.6	0.4	/	4.3	0.6
CC(C)C(=O)Nc1ccc2oc(=O)ccc2c1	1.0	-9.3	-0.3	11.4	-3.2	-0.8	-2.5
CCOC(=O)N1CCC(N2Cc3cccc(C(=O)N4CCN(c5cccc(C)c5C)CC4)c3C2=O)CC1	/	12.9	4.5	9.3	-10.4	-0.6	0.5
COC(=O)C1=C(C)NC(C)=C(C(=O)OCC2CCCO2)C1c1ccc(Cl)c([N+](=O)[O-])c1 (configuration not stated)	/	7.0	0.5	3.6	4.4	-1.8	1.4
COCC(=O)N[C@H]1CC[C@H](CC(=O)N2CCCCC2)O[C@H]1CO	-7.0	1.7	1.9	-0.4	-1.4	11.6	44.1
O=C([C@H]1[C@H](CO)[C@H]2Cn3c(ccc(/C=C/c4ccccc4)c3=O)[C@H]2N1CC1CC1)N1CCOCC1	/	32.0	1.2	-3.5	4.0	-31.5	6.6
CC(=O)NCCn1c(SCc2cc(F)ccc2F)nc2ccccc2c1=O	7.4	3.1	/	/	-8.9	/	/
O=C(OCC1OC(n2ncc(=O)[nH]c2=O)C(OC(=O)c2ccccc2)C1OC(=O)c1ccccc1)c1ccccc1 (configuration not stated)	/	5.6	1.3	/	1.3	0.8	-3.4
CC(=O)C1=C(O)C(=O)N(Cc2ccccc2)C1c1ccc(N(C)C)cc1 (configuration not stated)	-4.0	-6.3	-0.1	6.5	2.0	2.4	-2.0
CCCCC(=O)Nc1ccc(Br)cn1	-4.5	-4.2	/	/	24.2	/	/
O=C(N/N=C/c1ccccn1)c1ccc(NC(=O)c2ccccc2Cl)cc1	7.5	-9.4	10.2	6.4	-2.8	0.6	-4.7
Cc1ccc(N(Cc2ccc(C(=O)NC3CCCCC3)cc2)S(C)(=O)=O)cc1C	6.9	-3.7	/	/	1.4	/	/
Cc1noc(C)c1NC(=O)N(C)C[C@H]1Oc2ccc(NC(=O)Nc3ccc4c(c3)OCO4)cc2CC(=O)N([C@@H](C)CO)C[C@@H]1C	-4.6	-12.8	-0.9	-6.5	1.7	4.3	-0.3
C[C@H]1CN([C@@H](C)CO)C(=O)Cc2cc(NC(=O)Nc3ccccc3)ccc2O[C@H]1CN(C)C(=O)Nc1ccc(F)cc1	/	-13.5	1.0	1.1	-1.7	0.9	-6.5
C[C@@H]1CN([C@@H](C)CO)C(=O)c2cc(NS(=O)(=O)c3ccccc3)ccc2O[C@@H](C)CCCCO[C@H]1CN(C)S(=O)(=O)c1ccc(F)cc1	/	2.6	1.9	-14.2	1.4	12.3	-8.0
CN(C)C(=O)c1ccc(-c2ccc([C@@H]3[C@H](CO)N4CCCCN(CCC(F)(F)F)C[C@@H]34)cc2)cc1	/	-11.8	4.4	10.6	5.5	3.1	19.3
CCN(C)C1CN(Cc2cn(Cc3cccc(Cl)c3)nn2)S(=O)(=O)C1 (configuration not stated)	1.4	/	5.0	20.9	/	-4.1	28.6
CCCC(c1nnnn1CC1CCCO1)N1CCN(c2ccccc2)CC1 (configuration not stated)	10.0	/	-1.0	-2.8	/	-5.6	1.8
CC(Oc1ccccc1Cl)C(=O)N1CCOCC1 (configuration not stated)	-0.9	/	2.2	15.4	/	0.2	0.4
CCC(C(=O)Nc1ccc(C)cc1)c1ccccc1 (configuration not stated)	1.6	1.3	/	14.8	-2.2	-25.6	-4.4
Cn1c(SCC(=O)Nc2ccc3c(c2)OCCO3)nnc1C(F)(F)F	-3.0	6.3	-2.8	-3.4	-1.2	-3.2	-4.0
CCC(=O)c1ccc(N2CCN(C(=O)c3ccccc3F)CC2)c(F)c1	/	/	0.4	4.0	/	-2.4	3.4
Cn1c(=O)c2c(nc(NCCCO)n2CCc2ccccc2)n(C)c1=O	1.1	9.3	/	/	-1.6	/	/
COCCn1c(SCC(=O)OCc2ccccc2)nc2c1c(=O)[nH]c(=O)n2C	-4.5	-14.4	0.1	10.3	-3.3	-10.6	-3.9
OCCN1CCN(c2ncnc3c2c(-c2ccccc2)cn3-c2ccc(Br)cc2)CC1	5.9	-9.3	-0.2	13.5	-8.2	-1.9	-3.6
COc1ccccc1CCNS(=O)(=O)c1c(C)n(C)c(=O)n(C)c1=O	-3.4	4.5	-0.8	8.6	0.3	0.8	-1.7
COc1ccccc1C#Cc1cnc2c(c1)C(=O)N([C@@H](C)CO)C[C@H](C)[C@@H](CN(C)S(=O)(=O)c1cn(C)cn1)O2	/	-4.6	-2.1	26.4	0.4	-1.2	-36.6
C/C(=N\NC(=O)c1cccnc1)c1ccccc1	-0.1	0.1	-0.7	10.3	9.4	1.8	-8.0
CCN1C(=O)[C@@H]2[C@H](C1=O)[C@@H]1C(=O)Nc3ccccc3C(=O)N1[C@@H]2c1cccc(OC)c1	9.8	-18.5	-8.1	-16.8	11.9	-2.7	0.0
COc1ccc(CCC(=O)Nc2cnc3ccccc3c2)cc1	5.1	-7.7	0.4	-8.1	?	0.1	0.0
O=C(Nc1ccc2c(c1)OCCO2)C1CCCC1	-1.0	-8.9	35.2*	29.3	-48.6	-9.2	-5.1
COc1ccccc1-c1noc(-c2ccccc2C(=O)Nc2cccnc2)n1	9.9	5.3	/	/	5.5	/	/
CCCNC(=O)NC(=O)CSc1nnc(-c2ccncc2)n1CC	/	7.0	0.1	-6.3	-4.2	9.9	-40.2
CCOC(=O)N1CCN(S(=O)(=O)N2CCCC(C(=O)NCCc3ccc(OCC)c(OCC)c3)C2)CC1 (configuration not stated)	6.4	4.5	0.0	6.4	-4.4	-0.2	0.9
CC(C)NC(=O)CSc1nc(N)c(NC(=O)c2ccco2)c(=O)[nH]1	-0.2	-0.4	-3.9	-3.9	-7.0	9.7	-9.8
CCN(C1CCCCC1)S(=O)(=O)c1cc(C)ccc1OC	4.7	13.7	/	/	-10.0	/	/
C[C@H]1CN([C@@H](C)CO)C(=O)Cc2cc(NS(=O)(=O)c3ccc(F)cc3)ccc2O[C@H]1CN(C)S(=O)(=O)c1cccs1	/	-9.3	-1.3	-7.1	1.6	5.2	-3.2
O=C(N/C(=C/c1ccccc1Cl)C(=O)N1CCOCC1)c1ccccc1	1.1	8.4	-0.4	1.2	-7.9	-5.7	-1.8
Cc1ccc(NC(=S)Nc2cc(C(=O)O)ccc2N2CC3CC(C2)c2cccc(=O)n2C3)cc1C (configuration not stated)	4.6	/	2.0	-81.4	/	-2.6	16.5
CNC[C@@H]1Oc2ccc(NS(=O)(=O)c3ccccc3)cc2C(=O)N([C@@H](C)CO)C[C@H]1C	/	4.8	2.0	-1.0	1.4	-3.0	-7.6
Clc1nnc(Cl)c2c1ncn2Cc1ccccc1	-0.1	3.7	-3.5	3.7	-10.2	1.1	-0.5

The list goes on, overlapping the part above by 5 compounds.
SMILES	FN deposition inh	C2C12 statin	Casp6 inh	LGR2 inh	esBAF inh	SIRT5 inh	S100A4 MyoIIA
C[C@H]1CN([C@@H](C)CO)C(=O)Cc2cc(NS(=O)(=O)c3ccc(F)cc3)ccc2O[C@H]1CN(C)S(=O)(=O)c1cccs1	/	-9.3	-1.3	-7.1	1.6	5.2	-3.2
O=C(N/C(=C/c1ccccc1Cl)C(=O)N1CCOCC1)c1ccccc1	1.1	8.4	-0.4	1.2	-7.9	-5.7	-1.8
Cc1ccc(NC(=S)Nc2cc(C(=O)O)ccc2N2CC3CC(C2)c2cccc(=O)n2C3)cc1C (configuration not stated)	4.6	/	2.0	-81.4	/	-2.6	16.5
CNC[C@@H]1Oc2ccc(NS(=O)(=O)c3ccccc3)cc2C(=O)N([C@@H](C)CO)C[C@H]1C	/	4.8	2.0	-1.0	1.4	-3.0	-7.6
Clc1nnc(Cl)c2c1ncn2Cc1ccccc1	-0.1	3.7	-3.5	3.7	-10.2	1.1	-0.5
CNC[C@@H]1OCCCC[C@H](C)Oc2ccc(NC(=O)CCC(F)(F)F)cc2C(=O)N([C@H](C)CO)C[C@@H]1C	/	-15.0	/	10.5	-1.9	/	/
C[C@H](CO)N1C[C@H](C)[C@H](CN(C)Cc2ccccc2C(=O)O)OCc2cn(nn2)CCCC1=O	-2.3	-4.1	1.3	-4.8	-1.6	-3.5	3.2
CCC(CC)CN1CCC(CN2CCNC(=O)C2=O)CC1	6.0	9.4	-9.9	0.4	-3.5	-0.8	-2.6
C[C@@H]1CN([C@H](C)CO)C(=O)c2cc(C3=CCCCC3)cnc2O[C@@H]1CN(C)C(=O)c1ccc(F)cc1	-4.2	-6.5	0.0	7.9	-0.3	-0.2	5.7
O=C(CNC(=O)c1ccc(F)cc1)NCc1ccc(Cl)cc1	3.7	/	1.6	10.6	/	-4.0	-4.1
Cc1ccc([N+](=O)[O-])cc1-c1[nH]c(-c2ccc(O)c(O)c2)nc1-c1ccccc1	1.7	-10.1	/	/	6.7	/	/
Cc1cc(C)cc(NC(=O)c2ccc(NC(=O)c3ccco3)cc2)c1	/	4.6	-0.6	6.3	-5.3	-3.6	-0.2
CC(C)CNS(=O)(=O)c1ccc(C(=O)Nc2ccc3c(c2)OCO3)cc1	3.7	-5.9	-1.1	2.6	-0.7	-2.5	-2.2
CC(C)(C)NC[C@H](O)COc1nsnc1N1CCOCC1	6.5&-1.9&3.2	3.6&-0.5&12.1	-1.7&-3.2&1.1	5.1&-7.2&11.6	-5.6&7.6&7.5	2.4&1.0&-0.4	-5.3&-17.1&3.9
O=c1[nH]cnc2c1nc(NCc1ccccc1)n2C1O[C@@H](CO)[C@H](O)[C@@H]1O (some centres not stated)	0.2	/	0.5	2.1	/	-2.5	-1.4
O=C(c1ccccc1F)N1CCN(c2ncccn2)CC1	-0.5	-5.1	/	/	0.0	/	/
O=C(CN1CCOCC1)n1c2c(c3ccccc31)CCCC2	7.0	/	-1.7	-10.4	/	-6.4	1.5
COc1ccc(NC(=O)CC2CC3CCC2C3)cn1 (configuration not stated)	-6.0	2.0	-0.3	-3.6	18.7	-1.1	-2.3
COc1ccccc1S(=O)(=O)N[C@H]1CC[C@H](CC(=O)N2CCOCC2)O[C@H]1CO	/	-7.5	0.0	-10.0	0.2	1.5	1.1

Source: PubChem BioAssay
